From PubChem
TDP43 rescue: rescues yeast growth from TDP-43 toxicity; Potency, µM (highest dose often 46.1 µM), without a hit: at the highest dose growth rescue (activation), usual class: activators; AID 652104; TDP-43 expressing yeast growth rescue, BacTiter-Glo, 24 h; 410,000 tested, 1.8% active; further: potency means the concentration at half of the fitted maximal effect; % of control where 0% means no effect; nearly all actives have a fitted effect of over 50% in size
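In this qHTS, compounds that restore growth of yeast expressing TDP-43 appear as activators. Cells (OD600=0.02, galactose medium, raffinose-pregrown) are incubated with compound 24 hr at 30 deg C and growth is quantified by BacTiter-Glo.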
PTHR1 agonist: agonists of human PTHR1 parathyroid hormone receptor. Potency, µM (highest dose often 115 µM), inactives show at the top dose activation, usual class: activators. 410,000 tested, 0.075% active. HEK293 GP2 PTHR1 cells, GloSensor cAMP luminescence, 1 h; further: potency means the concentration at half of the fitted maximal effect; nearly all actives have a fitted effect of over 55% in size; some results filed as inactive show a strong effect at the top dose; inactives centre near -15; many of its hits are not listed in these tables
Target sequence (Q03431 whole entry, looked up): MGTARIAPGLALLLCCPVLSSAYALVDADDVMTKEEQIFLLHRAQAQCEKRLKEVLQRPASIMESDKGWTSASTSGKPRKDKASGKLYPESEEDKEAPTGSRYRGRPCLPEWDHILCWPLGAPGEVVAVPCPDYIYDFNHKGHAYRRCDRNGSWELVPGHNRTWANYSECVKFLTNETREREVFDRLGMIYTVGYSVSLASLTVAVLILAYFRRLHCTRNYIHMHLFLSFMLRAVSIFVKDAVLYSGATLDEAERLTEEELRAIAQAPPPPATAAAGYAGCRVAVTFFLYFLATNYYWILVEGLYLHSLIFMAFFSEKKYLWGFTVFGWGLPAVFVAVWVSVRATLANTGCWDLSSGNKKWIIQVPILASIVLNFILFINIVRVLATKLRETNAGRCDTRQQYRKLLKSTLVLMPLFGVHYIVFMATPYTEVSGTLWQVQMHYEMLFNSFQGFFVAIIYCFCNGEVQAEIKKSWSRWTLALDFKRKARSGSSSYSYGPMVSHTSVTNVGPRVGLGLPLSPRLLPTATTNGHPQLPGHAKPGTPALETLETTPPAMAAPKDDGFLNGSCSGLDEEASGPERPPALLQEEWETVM
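HEK-293-derived GP2 cells expressing PTHR1 and a GloSensor cAMP reporter, 3,000/well, plated overnight, given luciferin plus IBMX (each 0.5 mM as added) for 1 h at 37 °C, then compound for 1 h at 37 °C. Luminescence was read after 15 min at room temperature.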
FUS yeast rescue: suppressors of FUS proteinopathy in yeast; Potency, µM (series often up to 76.6 µM), for the others: at the highest dose growth rescue (activation), actives largely listed as activators; S. cerevisiae FUS-expressing, growth rescue, OD600, 24 h; 390,000 tested, 0.24% active; AID 1347120;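 further: potency means the concentration at half of the fitted maximal effect; plate controls were DMSO vehicle for no effect and reference control for full effect; nearly all actives have a fitted effect of over 55% in size; some results filed as inactive show a strong effect at the top dose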
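Restored growth of FUS-toxic S. cerevisiae, read as 600 nm absorbance after 24 h at 30C in galactose medium (starting OD 0.005). Controls CP55940 and DMSO.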
pAkt inh: blocks phosphorylation of Akt | activity change, % for hits at 50 µM | AID 651550 | Neuro2A IGF-stimulated pAkt S473 HTRF, 20 min; hits give low values | 360,000 tested, 0.32% active; in the data active means activity change below about -80%; inconclusive means mostly about -51% to -80%; further: on the % scale 0 is the no-effect control and ±100 the full control effect
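Neuro2A cells (4,500/well, DMEM with 0.5% FBS) were treated with compound at a single 50 µM final concentration, stimulated with 6 nM IGF for 20 min at 37 °C, and lysed. Phospho-Akt Ser473 was read by HTRF as 665/615 ratio ×10^4.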
HEK293 tox: cytotoxic in the GLP-1 receptor inverse agonist counter-screen | HEK293 cAMP-luciferase reporter cells, luminescence, 24 h | Potency, µM (doses to about 38.3 µM), without a hit: at the highest dose activity change, negative = inhibition, usual class: inhibitors | 410,000 tested, 0.13% active | AID 624418;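 further: loss of luciferase light is scored as toxicity; potency means the concentration at half of the fitted maximal effect; on the % scale 0 is the no-effect control and ±100 the full control effect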
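1536-well qHTS counterscreen of the MLSMR; 200 cells/uL, 12 h pre-incubation, 23 nL cpd, 24 h at 37 deg C 5% CO2, luciferase detection reagent, 12 min RT, luminescence. Inhibition = undesired.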
Abeta rescue: A-beta toxicity reversal in yeast; yeast expressing A-beta42, growth rescue, OD600, 48 h; response scale: 0% DMSO, 100% iron-clioquinol control; Potency, µM (highest dose often 46.1 µM), inactives show top-dose growth rescue, most hits filed as activators; 410,000 tested, 0.063% active; further: potency means the concentration at half of the fitted maximal effect; nearly all actives have a fitted effect of over 55% in size
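Yeast growth medium received pinned compounds, then yeast cells expressing toxic A-beta were added; plates incubated at 30 C for 48 hr. Growth read as absorbance at 600 nm, normalized to DMSO and equimolar FeCl3 plus clioquinol controls.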
MmCpn inh: inhibitors of Methanococcus maripaludis chaperonin (MmCpn); 330,000 tested, 0.031% active; purified Mm-Cpn ATPase, ADP Transcreener TR-FRET; Potency, µM (doses to about 76.9 µM), for the others: top-dose activity, negative = inhibition, hits mostly inhibitors; further: potency means the concentration at half of the fitted maximal effect; on the % scale 0 is the no-effect control and ±100 the full control effect; nearly all actives have a fitted effect of over 80% in size
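ATPase read-out: TR-FRET ADP immunoassay (anti-ADP Eu cryptate vs ADP-d2), ex 320 nm, em 590/665 nm; signal drops as ADP forms. Enzyme 25 nM, ATP 10 uM, 30 min at 37°C after 10 min compound preincubation.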
GLP-1R inv ag: inverse agonists of human GLP-1 receptor; P43220; HEK293 GLP-1R CRE-luciferase, luminescence, 24 h; GLP-1R form is constitutively active; Potency, µM (series often up to 38.3 µM), without a hit: at the highest dose activity change, negative = inhibition, actives largely listed as inhibitors; 410,000 tested, 1.6% active; further: potency means the concentration at half of the fitted maximal effect; on the % scale 0 is the no-effect control and ±100 the full control effect; nearly all actives have a fitted effect of over 55% in size
Target sequence (P43220 whole entry, looked up): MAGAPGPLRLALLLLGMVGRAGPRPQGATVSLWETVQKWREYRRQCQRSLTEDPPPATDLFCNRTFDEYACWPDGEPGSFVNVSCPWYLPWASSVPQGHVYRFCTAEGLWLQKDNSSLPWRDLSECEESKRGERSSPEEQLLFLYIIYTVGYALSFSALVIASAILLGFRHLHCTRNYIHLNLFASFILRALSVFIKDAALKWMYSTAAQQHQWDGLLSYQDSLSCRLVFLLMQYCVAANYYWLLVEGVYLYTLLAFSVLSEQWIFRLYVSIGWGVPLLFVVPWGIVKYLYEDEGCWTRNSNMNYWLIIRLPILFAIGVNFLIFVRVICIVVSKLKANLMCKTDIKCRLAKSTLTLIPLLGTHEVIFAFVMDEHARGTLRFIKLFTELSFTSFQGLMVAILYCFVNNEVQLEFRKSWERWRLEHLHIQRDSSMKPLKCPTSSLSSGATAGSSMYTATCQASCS
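Readout was luciferase luminescence, measured 12 min after detection reagent at room temperature. Beforehand, GLP-1R reporter HEK293 cells had sat 12 h, then received compounds for 24 hr at 37 deg C.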
aSyn yeast inh: inhibitors of alpha-synuclein toxicity in yeast; Yeast expressing alpha-synuclein, growth rescue, BacTiter-Glo, 24 h; Potency, µM (highest dose often 46.1 µM), without a hit: at the top dose growth rescue (activation), actives largely listed as activators; 370,000 tested, 0.14% active; AID 652106; further: potency means the concentration at half of the fitted maximal effect; % of control where 0% means no effect; nearly all actives have a fitted effect of over 65% in size
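Screening used galactose-induced yeast with toxic alpha-synuclein levels, exposed to compound for 24 hr at 30 deg C. Cell growth, read with BacTiter-Glo luminescence, gave the measured signal.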
* hit, by the source's call; i = inactive; u = inconclusive; x = not tested or not shown; [ ] = remark or other dose. Unless noted, the call rests on the fitted dose curve; in most records, active means well fitted curve in the direction sought with a large enough effect; inconclusive means small, poorly fitted or top-dose-only effect, or another doubt; inactive means no such curve, though single readings can be large; an effect the other way counts as inactive or inconclusive. A portion of the library, so the mix of outcomes need not match the whole.

SMILES | TDP43 rescue | PTHR1 agonist | FUS yeast rescue | pAkt inh | HEK293 tox | Abeta rescue | MmCpn inh | GLP-1R inv ag | aSyn yeast inh
CCOP(=O)(OCC)C(C#N)=C1SCN(c2ccccc2)CS1 | 26% | -19% | 21% | i | 19% | 9% | x | 5% | 3%
CC(C)Oc1ccc(/C=N/NC(=O)c2nnn(-c3nonc3N)c2CN(C)c2ccccc2)cc1 | 5% | i | 14% | i | -6% | 4% | -4% | u | 0%
O=C(N/N=C/c1ccc(Cl)cc1Cl)c1ccc(-n2cnnn2)cc1 | 0% | -4% | -17% | i | -1% | -14% | 2% | -9% | 0%
O=C(c1ccc(COc2ccccc2[N+](=O)[O-])o1)N1CCCCCC1 | u | -13% | 0% | i | -5% | -15% | -1% | 30%[activator] | 2%
COCC(=O)N1CCC(Oc2ccc(C(=O)N(C)Cc3nccs3)cc2)CC1 | -2% | -23% | 12% | i | 5% | 1% | 1% | 23% | -1%
CCOC(=O)c1cc(-c2ccc(F)cc2)n(CCC(=O)Nc2nc3cc(C)c(C)cc3s2)c1C | 0% | i | -8% | x | 2% | -10% | x | 14% | x
CCCCn1nnnc1C(c1cc2ccccc2o1)N1CCCC1 (stereo not drawn) | 19% | -19% | 12% | i | -9% | 12% | x | -17% | 0%
CCCc1nc2oc3c(Cl)ncnc3c2c2c1CCCC2 | -25% | -33%[inhibitor] | 7% | i | -11% | -13% | 0% | 11% | 0%
Cc1ccnc(NC(=O)CNC(=O)c2ccccc2)c1 | 3% | i | 4% | i | 6% | -4% | -2% | 17% | 2%
OC[C@@H](O)C1OC2NC(=S)OC2C1O (stereo partly drawn) | x | i | 8% | i | -8% | 3% | 0% | 10% | 0%
FC(F)(F)c1ccccc1Cc1c(C2CCCCC2)nc2ccc(Cl)cn12 | 27% | -3% | 20% | i | 0% | 4% | x | u | -20%
COc1ccc(CC(N)c2csc(Nc3ccc(C(C)=O)cc3)n2)cc1 (stereo not drawn) | 14% | -31% | 21% | i | -8% | -3% | x | u | 0%
Cc1c(N)cc(S(=O)(=O)O)cc1NC(=O)c1cccc([N+](=O)[O-])c1 | 0% | -12% | 39% | i | 8% | 9% | x | 2% | -2%
O=C(CCN1CCN(Cc2ccccc2)CC1)NNC(=O)c1cc2ccccc2o1 | -1% | 6% | -15% | i | 2% | 3% | 1% | 5% | 0%
CC(C)Oc1ccc(CNC(=O)Cc2ccc(NC(=O)N3CCSc4ncccc43)cc2)cc1 | 17% | -18% | 20% | x | -9% | 9% | x | u | x
CCC(=O)N1CCc2cc(S(=O)(=O)CCC(=O)NCc3ccc(F)cc3)ccc21 | 9% | i | 7% | x | -19% | -9% | x | u | x
COc1ccc(N2CCN(C(=O)c3cc(S(=O)(=O)N4CCCCCC4)ccc3OC)CC2)cc1 | -17% | i | 21% | i | -6% | 5% | -2% | -12% | 5%
CCOC(=O)C1(C)CCCN1C(=O)c1ccc2ccccc2c1 (stereo not drawn) | u | -5% | 2% | i | -4% | -4% | x | -5% | 3%
O=C(NCCC1=CCCCC1)C1CCCN(S(=O)(=O)c2ccccc2)C1 (stereo not drawn) | 23% | -20% | x | i | 0% | -14% | 2% | u | 1%
COc1ccc(OC)c(-c2csc(N(CC3CCCO3)C(=O)C3CCCCC3)n2)c1 (stereo not drawn) | -8% | -13% | 21% | i | 5% | -14% | 4% | u | -2%
CCCn1cc(S(=O)(=O)c2ccccc2)c(=O)c2cc(F)c(N3CCCCCC3)cc21 | 0% | i | 24% | x | -20% | 13% | x | u | x
Cc1ccc(NC(=O)c2ccccc2F)nc1 | -19% | -21%[57.5 µM] | u | i | -11% | -1% | -6% | -3% | -11%
CC1CCC/C(=N\NC(=S)Nc2ccccc2)C1 (stereo not drawn) | 7% | -10% | x | i | u | 17% | 2% | u | -2%
COc1ccc(OC2C(=O)N(Cc3ccc4c(c3)OCO4)C2c2sccc2C)cc1 (stereo not drawn) | -12% | i | 12% | x | -4% | -10% | 1% | 0% | 12%
CC(=O)Nc1cccc(-c2csc(Nc3ccc(C)cn3)n2)c1 | u | -37% | 26% | i | 1% | 14% | -1% | -38% | 1%
CCCCN(CC)CCCNC(=O)C1CCN(c2ncnc3c2sc2cccc(F)c23)CC1 | -13% | i | 6% | i | u | -9% | -1% | u | 0%
CN1CCN(c2ccc(NC(=S)NC(=O)c3cccc4c(Br)cccc34)cc2)CC1 | 6% | i | 35% | i | -10% | -6% | -2% | -12% | 13%
CC(Sc1nc2c(c(=O)[nH]1)CCCC2)C(=O)Nc1cc(C(F)(F)F)ccc1Cl (stereo not drawn) | 0% | -4% | -12% | x | -4% | 6% | x | -9% | x
C[C@@]12C(=O)N(c3ccccc3)C(=O)N1[C@@H]1c3ccccc3OC[C@@H]1[C@H]2c1ccccc1 | -16% | -4% | u | i | -23% | 6% | -2% | 3% | -8%
COc1ccc(C2C(C)C(=O)C(C)C(c3ccc(OC)cc3)N2N=O)cc1 (stereo not drawn) | 18% | i | x | i | 5% | 3% | x | 10% | 0%

10 entries already listed, arranged by count of non-hydrogen atoms, ascending.
SMILES | TDP43 rescue | PTHR1 agonist | FUS yeast rescue | pAkt inh | HEK293 tox | Abeta rescue | MmCpn inh | GLP-1R inv ag | aSyn yeast inh
Cc1ccc(NC(=O)c2ccccc2F)nc1 | -19% | -21%[57.5 µM] | u | i | -11% | -1% | -6% | -3% | -11%
CC1CCC/C(=N\NC(=S)Nc2ccccc2)C1 (stereo not drawn) | 7% | -10% | x | i | u | 17% | 2% | u | -2%
CCOC(=O)C1(C)CCCN1C(=O)c1ccc2ccccc2c1 (stereo not drawn) | u | -5% | 2% | i | -4% | -4% | x | -5% | 3%
COc1ccc(C2C(C)C(=O)C(C)C(c3ccc(OC)cc3)N2N=O)cc1 (stereo not drawn) | 18% | i | x | i | 5% | 3% | x | 10% | 0%
CC(Sc1nc2c(c(=O)[nH]1)CCCC2)C(=O)Nc1cc(C(F)(F)F)ccc1Cl (stereo not drawn) | 0% | -4% | -12% | x | -4% | 6% | x | -9% | x
CCC(=O)N1CCc2cc(S(=O)(=O)CCC(=O)NCc3ccc(F)cc3)ccc21 | 9% | i | 7% | x | -19% | -9% | x | u | x
COc1ccc(OC)c(-c2csc(N(CC3CCCO3)C(=O)C3CCCCC3)n2)c1 (stereo not drawn) | -8% | -13% | 21% | i | 5% | -14% | 4% | u | -2%
C[C@@]12C(=O)N(c3ccccc3)C(=O)N1[C@@H]1c3ccccc3OC[C@@H]1[C@H]2c1ccccc1 | -16% | -4% | u | i | -23% | 6% | -2% | 3% | -8%
CCCCN(CC)CCCNC(=O)C1CCN(c2ncnc3c2sc2cccc(F)c23)CC1 | -13% | i | 6% | i | u | -9% | -1% | u | 0%
COc1ccc(N2CCN(C(=O)c3cc(S(=O)(=O)N4CCCCCC4)ccc3OC)CC2)cc1 | -17% | i | 21% | i | -6% | 5% | -2% | -12% | 5%

(further entries)
SMILES | TDP43 rescue | PTHR1 agonist | FUS yeast rescue | pAkt inh | HEK293 tox | Abeta rescue | MmCpn inh | GLP-1R inv ag | aSyn yeast inh
CCOC(=O)c1cccc(NC(=O)/C=C/c2ccc([N+](=O)[O-])cc2)c1 | 0% | -23% | -8% | i | -3% | 3% | 1% | 1% | 5%
COc1ccc(NS(=O)(=O)c2ccc3c(c2)Cc2ccccc2-3)cn1 | u | -10%[57.5 µM] | 19% | i | -17% | 21% | -3% | 3% | 0%
N#Cc1c2nc3ccccc3nc2n2cc(NC(=O)c3ccc(F)cc3)ccc12 | -18% | i | 25% | i | -1% | -18% | -4% | 30%[activator] | -7%
CCCC(=O)Nc1ccc2c(c1)nc(CCNC(=O)c1ccco1)n2C | -10% | i | 19% | i | 0% | -24% | 0% | 11% | -3%
O=C(COC(=O)Cc1ccc(S(=O)(=O)N2CCOCC2)s1)Nc1ccc(F)cc1F | 1% | i | x | i | -13% | 2% | 0% | -2% | 5%
c1ccc(C2CC(c3cccs3)n3nnnc3N2)cc1 (stereo not drawn) | -8% | -8% | 21% | i | -1% | 7% | 0% | 5% | -2%
Cc1ccccc1C1=N/C(=C/c2cccs2)C(=O)O1 | -30% | -20% | -1% | i | -6% | -7% | -1% | -8% | -3%
O=C(O)Cc1nc2nc3c(c(=O)n2[nH]1)CCCC3 | -21% | i | 23% | i | 31% | 4% | -1% | 3% | 0%
O=C(CCCN1C(=O)/C(=C\c2cccc(Br)c2)SC1=S)Nc1cccnc1 | -22% | -12% | 33% | i | u | 3% | -7% | u | 2%
CCc1cccc(CC)c1NC(=O)C(CC)Sc1nc2ccsc2c(=O)n1CCC(=O)O (stereo not drawn) | 12% | i | -15% | i | -2% | 5% | x | 14% | 0%
CCc1ccc(-c2nn(-c3cc(Cl)ccc3[N+](=O)[O-])c(=O)c3ccccc23)cc1 | 13% | i | -14% | i | 2% | 13% | 1% | 0% | -1%
CC1(C(=O)NCCc2c[nH]c3ccccc23)CCN1Cc1ccccc1OC(F)F (stereo not drawn) | 6% | 18% | 0% | x | -14% | -19% | x | u | 8%
